Source: PubChem BioAssay
TDP1 cell noCPT: qHTS for Inhibitors of human tyrosyl-DNA phosphodiesterase 1 (TDP1): qHTS in cells in absence of CPT; DT40 Tdp1-/- hTDP1 cells, no CPT, ATP luminescence, 48 h; Potency, µM (series often up to 46.2 µM), without a hit: at the highest dose activity change, negative = growth inhibition, actives largely listed as inhibitors; AID 686978, 2013; 420,000 tested, 15% active; further: nearly all actives have a fitted effect of over 55% in size
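Chicken DT40 Tdp1-/- cells complemented with human TDP1, screened without camptothecin (DMSO vehicle only), 400 cells/well. Compounds pin-transferred, cells incubated at 37 °C for at least 48 hr. Growth read as ATP-dependent luminescence (CellTiter-Glo, 30 min at RT).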
N370S GC: inhibits or activates N370S mutant glucocerebrosidase | P04062 | N370S GC spleen homogenate, 4MU-glucoside fluorescence | Potency, µM (top dose mostly 59.4 µM), inactives show top-dose activity change, negative = inhibition, hits mostly inhibitors | 330,000 tested, 0.092% active | AID 2101;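 further: 0% = full enzyme activity and -100% = no enzyme basal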
TDP1 block: blocks human tyrosyl-DNA phosphodiesterase 1; Q9NUW8; recombinant TDP1, AlphaScreen DNA substrate cleavage; Potency, µM (doses to about 130 µM), inactives show at the top dose activity change, negative = inhibition, most hits filed as inhibitors; 350,000 tested, 0.28% active; further: nearly all actives have a fitted effect of over 40% in size
Target sequence (Q9NUW8 whole entry, looked up): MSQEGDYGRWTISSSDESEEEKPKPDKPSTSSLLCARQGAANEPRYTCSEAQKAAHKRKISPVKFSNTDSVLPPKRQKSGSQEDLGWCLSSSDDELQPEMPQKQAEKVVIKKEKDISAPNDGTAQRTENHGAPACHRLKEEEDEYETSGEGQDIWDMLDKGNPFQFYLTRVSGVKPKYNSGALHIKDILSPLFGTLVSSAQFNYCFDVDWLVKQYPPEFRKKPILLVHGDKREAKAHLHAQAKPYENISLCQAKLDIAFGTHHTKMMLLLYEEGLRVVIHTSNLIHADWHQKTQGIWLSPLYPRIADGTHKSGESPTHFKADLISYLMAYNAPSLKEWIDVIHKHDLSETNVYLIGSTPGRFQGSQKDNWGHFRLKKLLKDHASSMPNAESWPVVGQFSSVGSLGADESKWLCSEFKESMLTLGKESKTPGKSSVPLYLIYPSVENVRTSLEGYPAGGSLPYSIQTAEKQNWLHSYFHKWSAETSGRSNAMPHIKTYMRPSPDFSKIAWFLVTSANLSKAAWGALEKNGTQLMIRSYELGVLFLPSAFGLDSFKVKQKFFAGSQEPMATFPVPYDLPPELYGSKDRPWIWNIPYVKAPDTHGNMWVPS
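Recombinant E. coli-expressed Tdp1 (1 nM) preincubated with compound 15 min at RT, then 5'-biotin/3'-phosphotyrosine-FITC DNA substrate (15 nM) added for 5 min. AlphaScreen beads (10 ug/ml) added, 10 min RT; tyrosine-FITC cleavage read as signal loss.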
Starred values were filed as active, the others as inactive; ? = inconclusive; nt = not tested or not shown; & = joins results of further samples; [ ] = another dose, or the depositor's remark. The call rests on the fitted dose curve; in most records, active means well fitted curve in the direction sought with a large enough effect; inconclusive means small, poorly fitted or top-dose-only effect, or another doubt; inactive means no such curve, though single readings can be large; an effect the other way counts as inactive or inconclusive. Unless noted, on the % scale 0 is the no-effect control and ±100 the full control effect; potency means the concentration at half of the fitted maximal effect. A portion of the library (hit frequency here may not be typical).

SMILES | TDP1 cell noCPT | N370S GC | TDP1 block
O=C(O)CCCC[C@H]1SC[C@H]2NC(=O)N[C@@H]21 | nt | 2.1%[21.6 µM] | 29.2%[21 µM]
Cc1cc2c(cc(C(=O)N3CCC(C(=O)NC4CCCC4)CC3)n2Cc2c(F)cccc2Cl)o1 | 23.1µM* | 1.8% | nt
Cn1c2c(c3ccccc31)CCNCC2 | nt | -21.1% | 14.7%
CCCCCCOc1ccc(CN2CCN(CC)CC2)cc1 | 23.1µM* | -15.2% | 5.3%
Cn1cc(C(=O)OCC(=O)N2CCCC2)c2ccccc21 | 3.7% | nt | 0.7%
CCC(COC(=O)NC)NC(=O)Oc1cccc(C)c1 (stereo unspecified) | -3.0% | 4.2% | -1.9%
CCN(C(C)=O)c1cccc(-c2ccnc3c(C#N)cnn23)c1 | 6.0% | 3.7% | 4.3%&2.9%
O=C(c1cc(-c2ccc(Cl)cc2)n[nH]1)N1CCN(S(=O)(=O)c2ccc(Br)s2)CC1 | 14.6µM* | nt | -2.5%
COc1ccc(C2=NCC(=S)Nc3ccc(Cl)cc32)cc1Cl | 20.6µM* | -3.3% | 0.0%
COc1ccccc1C1=NCc2nnc(C)n2-c2ccc(Cl)cc21 | -10.7% | -5.6% | 3.5%
CCCN1C2CCCC1CC(NC(C)=O)C2 (stereo unspecified) | -4.8% | 1.4% | 4.8%
CC(C)(OO)c1ccccc1 | nt | -4.1% | 5.9%
COc1cc(C(=S)N2CCOCC2)cc(OC)c1OC(=O)Cc1ccccc1 | -1.7% | 1.9% | 0.0%
Cc1ccc2c(c1)=C/C(=C\c1c(O)[nH]c(=S)[nH]c1=O)C(=O)N=2 | nt | -15.9% | ?
Cn1nc(N)c2c1N=P(N1CCOCC1)(N1CCOCC1)N=C2c1ccccc1 | -10.2% | 8.1% | 1.9%
Cc1ccsc1C(=O)C1CCCN(Cc2ccccc2O)C1 (stereo unspecified) | ? | -22.1% | -1.2%
CN1C(=O)C(C2(C#N)CCCCC2)C(=O)N(C)C1=O | -1.0% | -4.6% | -1.0%
C[C@]12CC[C@H](O)C[C@H]1CC[C@@H]1[C@@H]2C[C@@H](O)[C@]2(C)[C@@H](C3=CC(=O)OC3)CC[C@]12O | ? | -0.5% | nt
Cc1cccc(CN2CCN(Cc3ccc(Cl)cc3)CC2)c1 | 20.6µM* | 6.5% | -3.5%
O=C(COC(=O)Cc1ccccc1)Nc1ccc(SC(F)F)cc1 | 18.1% | 21.3% | -2.7%
CC1CN=C(Nc2ccccc2)S1 (stereo unspecified) | -3.5% | -17.9% | 3.2%
COc1cc(/C=C2/C(=O)NC(=O)N(c3ccccc3)C2=O)ccc1O | -18.8% | -3.6% | 1.3%
CN(C)CCN=Cc1c(O)n(Cc2ccc3c(c2)OCO3)c(=S)[nH]c1=O | -7.2% | -4.9% | nt
Cc1oc(-c2ccc(Cl)cc2)nc1CN1C(=O)CN=C(c2ccccc2)c2ccccc21 | 14.6µM* | nt | 2.9%
O=C(Cc1ccccc1)OCCNC(=O)c1cccnc1 | -1.7% | 6.7% | 0.0%

Rewritten with two lines to a compound: entries from further up.
The line under a structure holds: TDP1 cell noCPT, N370S GC, TDP1 block
Cc1cccc(CN2CCN(Cc3ccc(Cl)cc3)CC2)c1
    20.6µM*, 6.5%, -3.5%
CCCN1C2CCCC1CC(NC(C)=O)C2 (stereo unspecified)
    -4.8%, 1.4%, 4.8%
Cn1nc(N)c2c1N=P(N1CCOCC1)(N1CCOCC1)N=C2c1ccccc1
    -10.2%, 8.1%, 1.9%
COc1cc(/C=C2/C(=O)NC(=O)N(c3ccccc3)C2=O)ccc1O
    -18.8%, -3.6%, 1.3%

(continued)
SMILES | TDP1 cell noCPT | N370S GC | TDP1 block
CC1=CC(=O)NP(=O)(Oc2ccc3ccccc3c2)N1 (stereo unspecified) | 10.3µM* | -8.9% | 6.2%
Cc1cccc(NC(=O)Cn2cc(C(=O)c3ccccc3)c3ccccc32)c1 | ? | nt | 2.1%
Cc1oc(-c2cccc(Cl)c2)nc1CN1CCC(C(=O)NCCCN2CCN(c3cccc(Cl)c3)CC2)CC1 | 18.4µM* | nt | 5.8%
COC(=O)C1=C(c2c(C)noc2C)C[C@@H]2CC[C@H]1N2C(=O)NCCCOC(C)C | 5.2% | nt | 0.9%
COC(=O)C1=C(c2cc3ccccc3s2)C[C@@H]2CC[C@H]1N2C | -22.8% | nt | 0.6%
O=C(NC(=O)N1CCC2(CC1)OCCO2)c1ccc(Cl)cc1 | -4.1% | -3.0% | 2.4%
CN1CCC2=C[C@@H](O)[C@@H]3OC(=O)c4cc5c(cc4C3C21)OCO5 (stereo partly specified) | -26.1%[9.04 µM] | -1.5% | 2.5%
Cc1ccc(Cl)c(O)c1 | -4.2% | nt | 4.3%
CCCC1=C(C(=O)OCC)C2(C(=O)Nc3ccc(C)cc32)C(C#N)=C(N)O1 (stereo unspecified) | -8.6% | -2.8% | 1.0%
CCOC(=O)c1c(N)n(CCN2CCCCC2)c2nc3ccccc3nc12 | -27.4% | nt | 4.2%
COc1cccc(N2CCN(C(=O)C3CCN(S(=O)(=O)c4ccc5c(c4)oc(=O)n5C)CC3)CC2)c1 | 18.4µM* | -0.7% | 5.7%&-1.3%
O=c1[nH]c(=O)n(-c2ccccc2F)c(O)c1/C=C1\C=Nc2ccccc21 | 20.6µM* | -8.4% | nt
N#CN | 14.4% | nt | 0.0%
COc1ccc(NC(=O)c2cn(CCC#N)nc2-c2cccc([N+](=O)[O-])c2)cc1 | -6.9% | 3.8% | 4.3%
COc1ccc(-c2nnc3sc(C4CCCCC4)nn23)cc1OC | 14.6µM* | 0.5% | 3.6%
CCC(=Nc1ccccc1NC(C)=O)c1c(O)n(C)c(=O)n(C)c1=O | -4.7% | 3.0% | -6.8%
COc1cc2c(cc1O)C[C@H]1c3c(cc(O)c(OC)c3-2)CCN1C | -2.3% | -0.2% | 1.5%[21 µM]
O=c1c2ccccc2nc(/C=C/c2ccccc2F)n1-c1ccccc1O | -22.5% | 22.9% | nt
BrCC(Br)(Br)Br | ? | 9.8% | -0.3%&10.4%
COc1cc2c(cc1OC)[C@H]1C(=O)c3ccc4c(c3O[C@H]1CO2)C[C@@H](C(C)(C)O)O4 | 11.6µM* | nt | 1.3%
O=C1NC(=O)N(c2ccccc2)C(=O)/C1=C/c1coc2ccc(O)cc2c1=O | 14.6µM* | -12.0% | nt
O=C1C=C2C=C[C@@H]3CC2(O1)[C@H]1CCCCN31 | 18.4µM* | 0.7% | nt
CCCN(CCC)[C@@H]1CCc2c(F)ccc(O)c2C1 | nt | 0.3% | 3.6%[56.1 µM]
CC/C(=N\NC(=O)c1ccccc1)c1c(O)n(Cc2ccccc2)c(=O)[nH]c1=O | -7.4% | 0.8% | 2.6%
COc1ccc(N2C(=O)NC(=O)/C(=C\c3ccccc3[N+](=O)[O-])C2=O)cc1 | -10.6% | 1.9% | -6.0%

Two of these compounds in another layout:
CCC(=Nc1ccccc1NC(C)=O)c1c(O)n(C)c(=O)n(C)c1=O
- TDP1 cell noCPT: -4.7%
- N370S GC: 3.0%
- TDP1 block: -6.8%

COc1cc2c(cc1O)C[C@H]1c3c(cc(O)c(OC)c3-2)CCN1C
- TDP1 cell noCPT: -2.3%
- N370S GC: -0.2%
- TDP1 block: 1.5%[21 µM]

The results go on.
SMILES | TDP1 cell noCPT | N370S GC | TDP1 block
COc1ccc(OCC(=O)N2CCN(C/C=C/c3ccccc3)CC2)cc1 | ? | 1.3% | 1.2%
Nc1cnn(-c2ccccc2)c(=O)c1Cl | 15.7% | -0.3% | nt
CCc1nnc(NC(=O)CSc2ccc(-c3ccco3)nn2)s1 | 28.6% | -5.8% | 22.4µM*
COc1cc([C@@H]2c3cc4c(cc3[C@H](O)[C@H]3COC(=O)[C@@H]23)OCO4)cc(OC)c1OC | 0.0251µM* | nt | 0.3%
COc1ccc(CC(C)Nc2cccc(F)c2)cc1 (stereo unspecified) | 2.5% | -4.8% | -6.6%
Cc1ccc(NC(=O)CN2C(=O)CN=C(c3ccccc3)c3ccccc32)c(C)c1 | ? | nt | 2.3%
COc1cccc(Oc2c(C)oc3cc(OC(=O)N(C)C)ccc3c2=O)c1 | -15.1% | 12.9% | -12.0%
NP(=O)(OCCCc1ccccc1)Oc1ccc(Cl)cc1 (stereo unspecified) | -11.7% | 4.9% | nt
COc1ccc(C(=O)N/N=C/C23CC[C@@H](O)CC2(O)CC[C@@H]2[C@@H]3CCC3(C)C(C4=CC(=O)OC4)CCC23O)cc1 (stereo partly specified) | -1.2% | 2.5% | nt
CCn1ccnc1CN1CCCC(C(=O)c2cc(F)ccc2OC)C1 (stereo unspecified) | ? | -17.8% | 7.3%
Cc1ccc(CN2C(=O)c3ccccc3Sc3ccc(C(=O)N4CCC5(CC4)OCCO5)cc32)cc1 | 23.1µM* | nt | 10.4%
CN(C)c1ccc(N=Cc2c(O)n(CCC3=CCCCC3)c(=O)[nH]c2=O)cc1 | ? | -3.7% | 5.2%
COc1ccc(C(=O)C2CCCN(C3CSCCSC3)C2)c(C)c1 (stereo unspecified) | ? | -8.7% | 2.4%
COc1cc(C2c3cc4c(c(O)c3CC3COC(=O)C32)OCO4)cc(OC)c1O (stereo unspecified) | ? | nt | 2.1%
CCOC(=O)c1ccc(N2C(=O)c3[nH]nc(-c4ccccc4)c3C2c2ccc(C(C)C)cc2)cc1 (stereo unspecified) | 25.9µM* | nt | -2.3%
O=S(=O)(c1ccc(F)cc1)N1CN2CCN(C2)C1 | ? | -7.7% | nt
COC(=O)C1=C(c2ccc(OC)c(OC)c2)C[C@@H]2CC[C@H]1N2C(=O)NCCOc1ccccc1 | -22.2% | nt | -1.0%
O=C(c1ccc(Cl)cc1)c1cn(Cc2ccccc2)c2cc3c(cc2c1=O)OCCO3 | 23.1µM* | nt | 10.4%
c1ccc(Cn2ccnc2)cc1 | -11.1% | -18.3% | 2.4%
CN1CCN(c2ccccc2NC(=O)c2ccc(-c3ccc(Cl)c(Cl)c3)o2)CC1 | ? | -3.6% | 5.6%
COC(=O)C(O)(c1ccc(NC(=S)NC(=O)c2ccccc2)cc1)C(F)(F)F (stereo unspecified) | -17.3% | -4.9% | 8.8%
CC(C)Cc1nnc(NC(=O)CCC(=O)N2CCC3(CC2)OCCO3)s1 | 2.6% | 2.2% | 6.0%
CN(C)P(=O)(NC(=O)c1cccn1C)N(C)C | -1.5% | 0.0% | 5.0%
Cc1noc(C)c1CSc1nc2cc(S(=O)(=O)N3CCOCC3)ccc2o1 | ? | -6.7% | 0.0%
COc1ccc(C2c3c(nc(C)[nH]c3=O)Oc3c2c(=O)oc2ccccc32)cc1 (stereo unspecified) | -3.7% | 25.6% | nt
O=C(Cl)/C=C/C(=O)Cl | nt | -8.9% | 3.1%
OC[C@H]1O[C@@H](n2cnc3cc(Cl)c(Cl)cc32)[C@H](O)[C@@H]1O | 14.6µM* | -2.7% | nt
COc1ccc(-c2nn(CCC#N)cc2C(=O)Nc2ccc(C(C)=O)cc2)cc1[N+](=O)[O-] | -22.3% | -0.7% | nt
CCc1cc(=O)oc2cc(OCC(=O)N3C[C@H]4C[C@@H](C3)c3cccc(=O)n3C4)ccc12 | 17.8% | 0.8% | nt
Cc1ccc(OCC(=O)N2CCN(Cc3cccnc3)CC2)cc1 | 0.2% | -2.2% | -13.3%

Structural class: the entries above containing bromine (2)
SMILES | TDP1 cell noCPT | N370S GC | TDP1 block
O=C(c1cc(-c2ccc(Cl)cc2)n[nH]1)N1CCN(S(=O)(=O)c2ccc(Br)s2)CC1 | 14.6µM* | nt | -2.5%
BrCC(Br)(Br)Br | ? | 9.8% | -0.3%&10.4%

Looked up above.
TDP1 cell noCPT result of COc1ccc(C(=O)N/N=C/C23CC[C@@H](O)CC2(O)CC[C@@H]2[C@@H]3CCC3(C)C(C4=CC(=O)OC4)CCC23O)cc1 (stereo partly specified) stands at -1.2%
TDP1 block result of Cc1noc(C)c1CSc1nc2cc(S(=O)(=O)N3CCOCC3)ccc2o1 stands at 0.0%
N370S GC result of O=C(Cl)/C=C/C(=O)Cl stands at -8.9%
TDP1 cell noCPT result of O=C(c1ccc(Cl)cc1)c1cn(Cc2ccccc2)c2cc3c(cc2c1=O)OCCO3 stands at 23.1µM*
TDP1 block result of CCn1ccnc1CN1CCCC(C(=O)c2cc(F)ccc2OC)C1 (stereo unspecified) stands at 7.3%
N370S GC result of COc1ccc(CC(C)Nc2cccc(F)c2)cc1 (stereo unspecified) stands at -4.8%
TDP1 cell noCPT result of Nc1cnn(-c2ccccc2)c(=O)c1Cl stands at 15.7%
